Bfl-1 Bim block: disrupts Bim binding to human Bfl-1. AID 1008. actives 0.12% (n = 190,000). Bead-based flow cytometry, Bim-Bfl-1 binding inhibition. inhibition, % at 10 µM. Q16548;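 also: 0% = wells without compound plus tracer and 100% = blocker peptide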
Bcl-2 Bim block: disrupts Bim peptide binding to human Bcl-2. P10415. Bead-based flow cytometry, Bim peptide-Bcl-2 binding. inhibition, % at 10 µM. actives 0.06% (n = 190,000); in the data active = inhibition above about 40%; inconclusive = no clear call, values can overlap the other calls;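 also: 0% = no compound wells with probe peptide and 100% = reference peptide inhibitor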
Target sequence (P10415 whole entry, looked up): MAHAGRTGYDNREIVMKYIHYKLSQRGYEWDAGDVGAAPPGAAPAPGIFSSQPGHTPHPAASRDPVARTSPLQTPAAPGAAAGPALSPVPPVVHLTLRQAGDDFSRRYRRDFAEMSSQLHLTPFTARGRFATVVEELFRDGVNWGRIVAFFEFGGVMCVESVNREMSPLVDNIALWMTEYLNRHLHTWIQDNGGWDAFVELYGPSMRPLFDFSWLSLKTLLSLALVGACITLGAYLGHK
ABCG2 block: human ABCG2 inhibition, ABCB1 as counter-screen; inhibition, % at 6.6 µM; Q9UNQ0; actives 0.1% (n = 190,000); AID 1325; IgMXP3 cells, JC-1 efflux, flow cytometry;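 active = inhibition above 80%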;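 also: 0% = DMSO and 100% = nicardipine control wells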
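Times: 10 min at 25 °C | Test system: Two drug-resistant human cell lines, ABCG2 and ABCB1 | Quantity: 3 million cells/mL final, two lines in 1:1 ratio | Signal: Flow cytometry, 530 nm JC-1 signal | Dosing: Compound at 6.6 µM | Controls: Nicardipine and DMSO wells | Reagent: JC-1 as fluorescent efflux pump substrate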
ABCB1 block: human ABCB1 inhibition, ABCG2 as counter-screen | P08183 | CCRF-Adr cells, JC-1 efflux, flow cytometry | inhibition, % at 6.6 µM | actives 0.067% (n = 190,000) | AID 1326; in the data active = inhibition above about 40%;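 also: 0% = vehicle and 100% = reference inhibitor; higher value means more JC-1 retained so stronger ABCB1 efflux block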
RGS4-Gao reg: human RGS4-Galphao interaction regulation; binding response (% of control), % at 10 µM; AID 1415; Multiplexed bead flow cytometry, RGS4-Galphao binding; actives lie on both sides; actives 0.33% (n = 220,000); in the data active = binding response below about 49% or above about 150%; inactive = in between;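 also: fluorescent Galphao activated with aluminum fluoride binding bead-coupled RGS4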
Avidin bead fluor: compound fluoresces at 488/530 nm on avidin beads. compound fluorescence 488/530 nm, flow cytometry; hits give high values. fluorescence (KMESF) at 10 µM. actives 0.38% (n = 220,000). AID 1775; in the data active = fluorescence above about 47; also: inactives centre near 10
Bim-Bcl-XL: disrupts Bim peptide binding to human Bcl-XL; inhibition, % at 10 µM; bead flow cytometry, fluorescence; AID 1007; Q07817; actives 0.04% (n = 190,000)
Target sequence (Q07817 whole entry, looked up): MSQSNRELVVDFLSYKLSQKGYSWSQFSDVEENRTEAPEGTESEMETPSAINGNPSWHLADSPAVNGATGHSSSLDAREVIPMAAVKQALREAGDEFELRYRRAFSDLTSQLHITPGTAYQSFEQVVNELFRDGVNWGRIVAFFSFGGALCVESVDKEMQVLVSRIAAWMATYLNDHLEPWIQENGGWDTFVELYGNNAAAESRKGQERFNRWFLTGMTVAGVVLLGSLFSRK
Bim-Bcl-W: disrupts Bim peptide binding to human Bcl-W; Q92843; bead-based flow cytometry; inhibition, % at 10 µM; actives 0.02% (n = 190,000); AID 952;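 also: 0% = bound tracer without compound and 100% = peptide blocker; higher means less fluorescent Bim peptide bound to Bcl-W beads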
Target sequence (Q92843 whole entry, looked up): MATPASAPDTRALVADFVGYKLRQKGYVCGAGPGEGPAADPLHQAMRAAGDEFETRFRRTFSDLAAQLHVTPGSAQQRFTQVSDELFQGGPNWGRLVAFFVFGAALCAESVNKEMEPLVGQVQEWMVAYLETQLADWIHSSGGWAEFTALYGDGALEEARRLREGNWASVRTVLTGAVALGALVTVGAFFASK
RGS7-Gao reg: human RGS7-Galphao interaction regulation; Multiplexed bead flow cytometry, RGS7-Galphao binding; actives lie on both sides; actives 0.35% (n = 220,000); binding response (% of control), % at 10 µM; P09471; in the data active = binding response below about 49% or above about 150%; inconclusive = no clear call, values can overlap the other calls; inactive = in between;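 also: fluorescent Galphao held in activated GDP-AlF4 state binding bead-coupled RGS7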
Bcl-B Bim block: inhibitors of Bim-Bcl-B interaction, human; Q9HD36; bead-based flow cytometry, Bim peptide-Bcl-B binding; inhibition, % at 10 µM; actives 0.073% (n = 190,000); AID 951;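 also: 0% = tracer peptide without compound and 100% = reference inhibitor peptide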
GSH bead fluor: compound fluoresces at 488/530 nm on GSH beads; GSH beads flow cytometry, compound fluorescence 488/530 nm; hits give high values; fluorescence (KMESF) at 10 µM; actives 0.25% (n = 190,000); AID 1776; in the data active = fluorescence above about 89;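 also: glutathione beads carrying GST-tagged Bcl family fusion proteins plus one bare bead set; values are compound well signal with DMSO vehicle wells as background; inactives centre near 16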
* marks the source's active call; other numbers are inactive results; ? = inconclusive; nt = no result given. Rule as the data show it, unless noted: active = inhibition above about 40%. This is a random part of the collection; 1.3% or so of the library scored in one or more.

molecule,Bcl-B Bim block,Avidin bead fluor,Bcl-2 Bim block,Bim-Bcl-W,Bfl-1 Bim block,Bim-Bcl-XL,RGS7-Gao reg,ABCG2 block,RGS4-Gao reg,ABCB1 block,GSH bead fluor
COc1ccc(CNS(=O)(=O)c2ccc(C3CNC(=O)C3)cc2)cc1 (stereo unspecified),-7,24,-9,2,-13,0,100,0,100,-0.5,19
N/C(=N\OS(=O)(=O)c1ccc(Cl)cc1)c1cccnc1,-9,5,-3,-5,-2,-4,101,10,99,nt,12
Cn1c(CNC2CCCCC2)c(C#N)c2ccccc21,-8,13,-7,0,-15,-1,100,28,101,0.7,35
CCCNC(=O)c1nc(C)n(-c2cc(Cl)ccc2Cl)n1,-7,12,-3,2,-7,-2,?,0,99,0.5,14
COc1ccccc1/C=N/NC(=S)Nc1cccnc1,-12,16,-3,-1,2,-2,98,-1,99,-0.8,7
COC(=O)c1cn(CCOc2ccc(C)cc2)c2ccccc12,-7,6,-5,0,-14,-5,98,1,99,-0.1,16
CN(C)CCCN1C(=O)c2oc3ccc(F)cc3c(=O)c2C1c1cccnc1 (stereo unspecified),-5,9,-6,1,-9,-6,101,0,100,0.0,20
COc1ccccc1OCCNC(=O)c1cc(SC)ccc1Cl,-7,4,-3,-3,-1,-8,94,6,95,-0.4,8
Cc1cc2c(cc1C)-c1nnc(-c3ccc4ccccc4n3)n1C(C)(C)C2,0,18,2,0,-2,-1,94,3,93,0.8,10
CC(SCc1ccccc1)C(=O)N/N=C/c1cc2c(cc1Br)OCO2 (stereo unspecified),-9,14,-11,-1,-13,-6,103,33,102,-0.4,26
NNC(=O)COc1cccc(Oc2ccccc2)c1,-6,12,-1,-2,-3,-2,98,1,100,0.8,15
O=C(CN1C(=O)C2CC=CCC2C1=O)Nc1nnc(SCc2c(Cl)cccc2Cl)s1 (stereo unspecified),-3,10,-1,2,-11,-8,97,0,95,-0.2,5
O=C(Nc1ccc(N2CCN(C(=O)c3ccccc3)CC2)c(Cl)c1)c1ccc(Br)o1,-11,9,-14,-1,-10,-5,103,44,100,11,16
Cc1ccc(NC(=O)c2ccc(OC(=O)COc3ccc(Cl)c(C)c3)cc2)cc1,-3,1,-4,-3,0,-4,99,0,88,-0.2,7
O=S1(=O)CC(N2CCOCC2)c2ccccc21 (stereo unspecified),-8,11,-4,-3,-17,-3,103,0,104,-0.1,5
C=CCn1c(SCc2c(C)noc2C)nc2ccccc2c1=O,-7,11,-11,-3,-18,-6,98,4,91,2.1,12
CCCCCC(O)CCc1n[nH]c(=S)n1-c1ccccc1 (stereo unspecified),-48,14,-1,-3,8,-9,105,-2,95,-0.7,7
CC12CN(Cc3ccccc3)CC(C)(CN(Cc3ccccc3)C1)C2=NO,-6,8,-6,1,-10,-1,101,1,104,0.5,5
CNc1nc(Cl)nc(NC(C)(C)C)n1,1,15,1,0,-6,-1,99,5,99,1.5,28
CCOC(=O)c1ccc2[nH]c3c(c2c1)CCCC3C(=O)OCC (stereo unspecified),-8,14,-10,0,-17,-5,99,55,99,1.3,37
O=C(NCc1ccccn1)c1ccc(CS(=O)(=O)Cc2ccc(Cl)cc2)o1,-1,5,0,2,-12,3,97,nt,98,nt,17
c1ccc(CCNc2ncnc3scc(C4COc5ccccc5O4)c23)cc1 (stereo unspecified),-10,10,-7,-1,-12,10,102,3,106,1.4,27
Cc1noc2ncnc(Sc3ccccc3Cl)c12,-3,8,-8,3,-10,-3,99,1,96,0.3,42
O=C(NC1CCCCCCC1)C1=COCCO1,-6,7,-5,-1,-8,-10,101,2,103,-0.1,27
Cc1nc(C)c(C(=O)C2=C(O)C(=O)N(CCN(C)C)C2c2ccccc2)s1 (stereo unspecified),-6,14,-7,-3,-14,-4,108,5,105,2.2,37
COc1ccc(N2CCN(CCNC(=O)CCN3C(=O)COc4ccccc43)CC2)cc1,-10,6,-7,3,-8,3,101,0,102,0.1,48
Cc1csc(SCC(=O)NC(=O)NCc2ccccc2)n1,-8,18,-10,0,-10,-5,104,4,101,1.0,29
CCOc1ccc(S(=O)(=O)N2CCN(C(=S)NC3CC3)CC2)cc1,-3,11,-2,-2,-8,-3,103,3,93,0.1,12
CC1CC(OCC(O)C[N+]2(C)CCOCC2)CC(C)(C)C1 (stereo unspecified),-8,5,0,1,-3,0,21*,0,22*,0.4,14
O=C(CCS(=O)(=O)c1ccccc1)Nc1cccc(-c2nc3ccccc3s2)c1,-4,3,-6,0,-1,-1,100,5,97,1.0,5
CC12CCC(C(=O)NC3CCCC3)(CC1=O)C2(C)C (stereo unspecified),-7,5,-7,4,-10,-8,92,1,92,0.1,49
C=CCc1ccc(OCCCCN2CC(C)CC(C)C2)c(OC)c1 (stereo unspecified),-1,6,1,0,-3,-2,102,1,104,0.6,17
O=C(Cc1ccccc1)NCc1ccccn1,-3,9,-2,0,-3,0,101,-2,105,-0.3,11
COc1ccc(-n2c(-c3ccccc3)nnc2-c2ccc(Cl)cc2)cc1,-9,11,-12,-4,-17,-12,100,21,98,1.5,30
NC(=S)n1[nH]c(-c2ccc([N+](=O)[O-])cc2)c(N=Nc2cccc([N+](=O)[O-])c2)c1=O,-3,9,-1,0,-1,-3,99,-1,98,-0.4,22
CCN(CC)C(=O)Oc1ccc(Cl)c2ccccc12,0,23,-5,-5,-5,-4,102,33,102,1.2,25
CCN(CC)C(=S)NC(=O)c1cc(OC)c(OC)c(OC)c1,-2,9,-1,-1,-1,-1,?,-1,103,-0.2,18
Cc1cccc2c1nc(-c1ccccc1)n1nnnc21,-8,23,-10,0,-16,-5,100,47,100,0.6,31
O=C(CCCCCN1C(=O)CCC1=O)NCc1ccccc1,0,8,-2,0,0,-3,92,2,93,0.5,55
CCc1cccc(CC)c1NC(=O)COC(=O)C1(C)CC1(Cl)Cl (stereo unspecified),-4,10,-5,-1,-4,-1,?,2,98,1.4,11
Cc1ccc(OCC(=O)NC(=S)Nc2cccc(NC(=O)c3ccccc3)c2)cc1,-7,9,-1,-4,-1,-8,101,0,98,-0.3,24
Cn1cc(C2N3CC4(C)CN2CC(C)(C3)C4=O)c2ccccc21 (stereo unspecified),0,11,2,1,-2,-1,104,1,102,0.3,23
COc1ccc(Nc2nc(N)nc(C(F)(F)F)n2)c(OC)c1,0,24,-3,-1,0,-4,110,12,105,0.7,12
CC(C)N=C(NC#N)SCc1ccccc1F,1,9,2,1,3,1,101,6,100,-0.1,38

From PubChem
